# Screening results as filed in PubChem.
# RGS12 GoLoco inh – RGS12 GoLoco-Gai1 interaction inhibition; Potency, µM (series often up to 61.6 µM), for inactives: at the top dose activity, negative = inhibition, usual class: inhibitors; Gai1:RGS12 GoLoco peptide FP, rhodamine, 10 min; P63096; 0.44% of 230,000 active; active = well fitted inhibition curve with a large enough effect, not every such curve was filed as active; inactive = no such curve, though single readings can be large or run the other way; also: % is scaled to controls: 0 for no effect and ±100 for the full control effect; nearly all actives have a fitted effect of over 30% in size; many of its hits are not listed in these tables
# Target sequence (P63096 whole entry, looked up): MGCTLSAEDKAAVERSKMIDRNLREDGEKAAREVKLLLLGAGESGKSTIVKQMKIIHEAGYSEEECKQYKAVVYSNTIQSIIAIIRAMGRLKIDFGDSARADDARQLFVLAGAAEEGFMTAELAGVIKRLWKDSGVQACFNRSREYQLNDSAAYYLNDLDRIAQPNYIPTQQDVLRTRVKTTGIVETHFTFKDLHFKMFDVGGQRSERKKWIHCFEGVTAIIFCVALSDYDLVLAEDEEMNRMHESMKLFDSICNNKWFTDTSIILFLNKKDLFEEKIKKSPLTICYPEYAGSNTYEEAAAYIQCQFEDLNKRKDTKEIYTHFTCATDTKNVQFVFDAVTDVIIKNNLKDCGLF
# GAA glycogen mod – GAA glycogen-cleavage inhibition or activation. 0.38% of 300,000 active. Potency, µM (highest dose often 76.4 µM), without a hit: at the highest dose activity change, negative = inhibition, usual class: inhibitors. recombinant GAA, glycogen substrate, Amplex Red glucose oxidase fluorescence;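 also: 0% = full enzyme reaction and -100% = no-enzyme basal signal; the screen sought inhibitors and activators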
#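 Recombinant human alpha-glucosidase (4 nM final) hydrolysed bovine liver glycogen (30 ug) for 40 min at 37 C in pH 5.0 citrate/phosphate with 0.01% Tween-20. Released glucose detected by glucose oxidase/Amplex Red, Ex 573/Em 610 nm. Compounds up to 77 uM; AC50 from Hill fits.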
# HTT cytoprotect – protects HTT-Q103 PC12 cells, measured by ATP | PC12 HTT-Q103 induced, cytoprotection, ATP luminescence, 40 h | Potency, µM (doses to about 56.4 µM), without a hit: cytoprotection (ATP increase), actives largely listed as activators | 0.14% of 230,000 active | AID 1471;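 also: % of control where 0% means no effect; nearly all actives have a fitted effect of over 45% in size; toxic huntingtin expression switched on by the ecdysone agonist tebufenozide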
#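 Cells were plated at 1500 per well in phenol red-free DMEM with 5% equine and 5% calf serum. Tebufenozide (100 nM final) and compounds were added, then ATPlite reagent, and luminescence was read.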
# HttQ103 aggreg – inhibitors of mutant huntingtin aggregate formation in PC12 cells; PC12 HttQ103-GFP aggregates, Acumen cytometry, 40 h; Potency, µM (top dose mostly 46.1 µM), inactives show at the highest dose activity change, negative = inhibition, actives largely listed as inhibitors; 1.1% of 220,000 active; AID 1688; also: % is scaled to controls: 0 for no effect and ±100 for the full control effect; nearly all actives have a fitted effect of over 60% in size
#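 Multiplexed with ATP-based cell death, this channel scores GFP aggregates in PC12 cells expressing inducible HTTex1-Q103-GFP. Induction used 100 nM tebufenozide; compounds were tested in concentration series.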
# aGlu spleen mod – inhibits or activates alpha-glucosidase in human spleen homogenate; P10253; 0.006% of 240,000 active; human spleen homogenate, 4-MU-alpha-glucoside fluorescence; Potency, µM (highest dose often 79.9 µM), inactives show at the top dose activity change, negative = inhibition, hits mostly inhibitors;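 also: 0% = enzyme with vehicle and -100% = no enzyme basal signal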
#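 Human spleen homogenate (1 ug) with 4-methylumbelliferyl-alpha-D-glucopyranoside (1 mM final) in 50 mM citrate/phosphate pH 5.0, 0.01% Tween-20; 40 min at 37 C. Stopped at pH 10; 4-MU fluorescence Ex 365/Em 440 nm; AC50 by Hill fit.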
# IMPase Li cell – cell-permeable IMPase inhibitors with lithium potentiation | CHO-M1 cells, IP1 TR-FRET (IP-One), carbachol + lithium | Potency, µM (titrated, usually from 59.4 µM), without a hit: at the highest dose activity, negative = IMPase inhibition, hits mostly inhibitors | 0.35% of 210,000 active | AID 1457;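 also: IP1 builds up when IMPase is blocked and the TR-FRET signal falls; plate controls were basal vehicle for no effect and high inhibitor control for full effect; nearly all actives have a fitted effect of over 50% in size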
#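 IP1 accumulation measured by competitive TR-FRET in lysed CHO-M1 cells after 30 min compound exposure at 37C, with a small lithium addition to potentiate weak responses. Hill-equation AC50 from ratio and donor-channel data.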
# GAA inh – blocks human lysosomal alpha-glucosidase; 0.005% of 200,000 active; AID 1466; Potency, µM (doses to about 76.9 µM), for the others: top-dose activity change, negative = inhibition, actives largely listed as inhibitors; P10253; purified human GAA, 4-MU-alpha-glucoside fluorescence;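 also: plate controls were uninhibited enzyme wells for no effect and no-enzyme background for full effect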
#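 AC50 values come from Hill fits of compound titrations (up to 77 uM) against 4 nM human enzyme. Substrate 4-methylumbelliferyl-alpha-D-pyranoside at 400 uM, pH 5.0 citrate buffer, 20 min room temperature; fluorescence Ex 365/Em 440 after alkaline stop.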
# * marks the source's active call; other numbers are inactive results; ? = inconclusive; . = not tested or not shown; [ ] = another dose, or the depositor's remark. Unless noted, calls follow the shape of the dose curve; as a rule, active = well fitted curve in the direction sought with a large enough effect; inconclusive = small, poorly fitted or top-dose-only effect, or another doubt; inactive = no such curve, though single readings can be large; an effect the other way counts as inactive or inconclusive. Potency is read from the fitted curve at half-maximal effect. Not all compounds are listed, so the mix of outcomes need not match the whole.
# Results follow in this order: RGS12 GoLoco inh, GAA glycogen mod, HTT cytoprotect, HttQ103 aggreg, aGlu spleen mod, IMPase Li cell, GAA inh
COc1ccc(OC)c(C2=NOC(C(=O)NCc3cccs3)C2)c1 (configuration not stated)
    12%, 5%, -64%[inhibitor], -13%, 5%, 3%, 3%
CN(c1ccc(C(=O)Nc2ccccc2C(=O)N2CCCC2)cc1)S(C)(=O)=O
    0%, 5%, -14%[0.074 µM], 4%, -1%, -15%[38.3 µM], -7%
O=C(O)CCCNc1ccc(S(=O)(=O)N2CCCCC2)cc1
    10%, 13%, 22%[10 µM], -3%[9.22 µM], -3%, 10%, 7%
Cn1cccc1CNCc1ccc(F)cc1
    9%, -4%, 4%[10 µM], 11%, -10%, -6%, 2%
Fc1ccc(NC(=S)NN2CCOCC2)cc1Cl
    -3%, -6%, ., -7%, 1%, 4%, -2%
Nc1c(Cl)ncnc1N/N=C/c1cccnc1
    -4%, ?, 13%[10 µM], 19%[9.22 µM], 0%, ., .
CCOc1ccc(N2C(=O)CC(NC3CCCCNC3=O)C2=O)cc1 (configuration not stated)
    1%, 2%, -3%[1.9 µM], -9%, -12%, 6%, 2%
C#Cc1ccc([C@@H]2C=C(C(=O)NCc3ccccc3)O[C@H](OCc3ccc(CO)cc3)C2)cc1
    11%, 13%, 16%[10 µM], 7%[9.22 µM], 3%, 5%, .
CCOC(=O)C1(Cc2ccccc2Cl)CCN(C(=O)c2cnccn2)CC1
    7%, 4%, -1%[10 µM], -2%[9.22 µM], 0%, -3%, .
C/C(=N\Nc1nc(N2CCOCC2)nc(N2CCOCC2)n1)c1cccs1
    0%, -6%, 9%, 16%, -12%, 5%, ?
CCOc1ccc2c(c1)nc(C)n2C
    1%, 3%, 12%[10 µM], 10%[9.22 µM], 4%, ., .
O=C(CNC(=O)c1cccc(Br)c1)N/N=C/c1cn[nH]c1-c1ccccc1
    6%, -6%, 11%[10 µM], -27%, -19%, 3%, 4%
CCN(CC)C(=O)CSc1nnc(COc2ccc(OC)cc2)n1N
    10%, 3%, 22%[10 µM], 9%[9.22 µM], 6%, 1%, 10%
Fc1ccc(COc2ccccc2-c2ccnc3ncnn23)cc1
    -9%, -14%, -39%, -2%[9.22 µM], 4%, 15%, 2%
COc1ccc(-c2cc(C(=O)OCC(=O)N(C)C3CCS(=O)(=O)C3)c3ccccc3n2)cc1OC (configuration not stated)
    42%[activator], -11%, -28%, -2%, 2%, -4%, 0%
CCOC(=O)Cc1csc(SCC(=O)/C(C#N)=C(\C)N)n1
    -5%, -8%, -2%[10 µM], 8%, -4%, 1%[38.3 µM], -13%
Cc1cc(NC(=O)c2cc3n(n2)C(C(F)(F)F)CC(c2ccc(Cl)c(Cl)c2)N3)no1 (configuration not stated)
    10%, -7%, 34%[10 µM], -1%, 0%, 9%, 3%
O=C1/C(=C/c2cccnc2)SC(=S)N1c1ccc(F)cc1
    22%, 3%, 11%[10 µM], 10%, 0%, 10%, 5%
CC(=O)Nc1cc(NC(=O)CCCC(=O)O)ccc1Cl
    -3%, 2%, 5%, 3%, 1%, 7%[38.3 µM], -6%
COCC(=O)Nc1sc2c(c1C(=O)OC)C(C(=O)OC)CC2 (configuration not stated)
    6%, -9%, 2%, -13%, -15%, 28%[38.3 µM], 3%
CC(C)NC(=S)N/N=C/c1cccnc1
    -2%, -13%, -17%[10 µM], 2%[9.22 µM], ?, ., .
Cc1ccc(NC(=O)OCCNC(=O)c2ccncc2)cc1
    -4%, 0%, -2%, 4%, -5%, -1%, 7%
CCOc1ccc(/C=C2/SC(=S)N(n3c(C)ccc3C)C2=O)cc1
    9%, 2%, -8%, 3%, -3%, 23%[38.3 µM], 5%
O=C(Cn1cnc2c(nnn2-c2ccc(F)cc2)c1=O)NCC1CCCO1 (configuration not stated)
    1%, 2%, 16%[10 µM], 9%, -4%, 9%, -2%
Cc1ccc(Nc2nc(-c3cccs3)cs2)nc1
    15%, ?, -177%[inhibitor], -16%, -2%, 10%, -4%
COc1ccc(C(=O)/C=C/Nc2ccc(S(=O)(=O)Nc3ncccn3)cc2)cc1
    12%, 5%, 3%[10 µM], 12%, 1%, 6%, 4%
COc1ccc(S(=O)(=O)N(C)C)cc1NCC(=O)Nc1ccc(Br)cc1F
    -8%, -10%, 0%[10 µM], -14%, 2%, 15%, 4%
COc1ccccc1CCN1C(=S)NC(C)(C)CC1(C)O (configuration not stated)
    -12%, -9%, -32%, 0%, 6%, -1%[38.3 µM], -7%
O=C(CO/N=C/c1ccccc1OC(F)F)NC1CCCCC1
    -10%, 15%, 15%[10 µM], -1%, -10%, -4%, 0%
CCc1nnc(NS(=O)(=O)c2ccc(N/C=C\C(=O)c3ccc(C)cc3)cc2)s1
    -3%, -5%, -34%, 1%, -7%, -5%[38.3 µM], -9%
COc1ccccc1CN1C[C@@H]2C[C@@H](C3=Cc4cc(Cl)ccc4OC3)N3CCC[C@@]23C1=O
    2%, -10%, 12%[10 µM], -5%[9.22 µM], -15%, 25%, .
O=S(=O)(NCc1ccccc1)c1cccc2nonc12
    9%, 0%, -10%, -7%, -6%, -4%[38.3 µM], -1%
O=C(CCCOc1ccc(Cl)cc1Cl)Nc1ccc(O)cc1C(=O)O
    -1%, -15%, 14%[10 µM], -7%[9.22 µM], 8%, ., .
COC(=O)C1CCN(C(=O)Nc2ccc(OC)cc2)CC1
    8%, 3%, -20%, 23%, -3%, 6%[38.3 µM], 0%
O=C(Nc1ccccc1C(F)(F)F)N1CCN(c2ccc3nncn3n2)CC1
    -4%, 12%, 15%[10 µM], 17%, 5%, 11%, 5%
COC(=O)c1nc(-c2ccc(C)cc2)oc1N(C)C
    8%, 1%, -52%[inhibitor][10 µM], -7%, 3%, -15%[38.3 µM], -3%
CCOC(=O)c1nc2sc3c(c2c(=O)[nH]1)CCC(C)C3 (configuration not stated)
    10%, 6%, 10%[10 µM], 8%[9.22 µM], -2%, ., .
COc1ccc(/C=N/c2sc3c(c2C#N)CCN(Cc2ccccc2)C3)c(O)c1
    23%, -10%, 21%[10 µM], 5%, -8%, 4%, -9%
CCOC(=O)c1cnn(CCOC(=O)c2ccc(F)cc2)c1NC(=O)c1ccc(F)cc1
    3%, 10%, 1%[10 µM], 11%, 0%, 7%, -2%
Cc1cccc(Nc2nn3c(=O)c4ccccc4nc3s2)c1
    47%[activator], 7%, -10%, -6%, 7%, ?, 1%
CS(=O)(=O)NCC(c1cccnc1)N1CCN(c2ccccc2F)CC1 (configuration not stated)
    4%, 3%, 10%[10 µM], 6%[9.22 µM], -1%, ., .
C/C(=N/OC(=O)c1ccc(Cl)cc1Cl)c1oc(C)nc1C
    14%, 5%, -2%[10 µM], 9%[9.22 µM], 1%, ., -3%
O=C(O)c1cccc(NC(=O)c2ccc(Cl)c(S(=O)(=O)N3CCCCCC3)c2)c1
    8%, -11%, -94%[inhibitor], -16%, 8%, -3%, -2%
CC(C)(C)OC(=O)NNC(=O)NC12CC3CC(CC(C3)C1)C2
    -7%, 11%, ., -14%, 8%, -2%, -4%
CCC(OC(=O)c1ccco1)C(=O)NCc1ccco1 (configuration not stated)
    6%, ?, -16%[10 µM], ?, 7%, 13%[38.3 µM], -5%
COC(=O)c1cc(Br)c(=O)n(CC(C)C)c1
    8%, -9%, 22%, -17%, -7%, 13%[38.3 µM], 7%
CCN(CC(=O)Nc1ccc2c(c1)OCO2)Cc1nc2ccccc2c(=O)[nH]1
    14%, 2%, -6%, 4%, 8%, -4%[38.3 µM], -4%
Oc1cccc(NC(=S)N=Nc2c(O)[nH]c3ccccc23)c1
    16%, ?, -2%[10 µM], ?, 0%, ., .
CCC(C)(C(=O)NC1CCCC1)N(C(=O)c1ccccn1)c1ccc(C)cc1 (configuration not stated)
    -21%, -6%, -10%, -5%, -2%, 8%[38.3 µM], -12%
Cc1cc(C(=O)COc2ccccc2[N+](=O)[O-])c(C)n1C1CC1
    7%, 5%, -35%, -11%, ., 25%, -7%
CC(=O)N(c1ccccc1)c1nc(/C=C/C(=O)Nc2c(C)cc(C)cc2C)cs1
    -3%, -1%, 10%[10 µM], -7%, 1%, 0%, 4%
CN(C)C(=O)C1CCC(=O)N1Cc1cccs1 (configuration not stated)
    9%, -8%, -23%, 18%, -8%, -7%, 0%
C[C@@H](/C=C\c1cccc(Oc2ccc(F)cc2)c1)N(O)C(N)=O
    -2%, ., -44%[inhibitor], ., -8%, 20%, .
CSc1ccc(/C=C/C(=O)Nc2ccccc2)cc1
    -4%, -9%, -144%[inhibitor], -3%, -1%, 0%, -3%
Cc1ccc(N2C(=O)C3C(C2=O)C2C=CC3C23CC3)cc1 (configuration not stated)
    -9%, -3%, -32%[inhibitor], -3%, 4%, -9%[38.3 µM], 0%
Cc1ccc(S(=O)(=O)N(C)c2ccc(OC(=O)c3ccc(=O)[nH]c3)cc2)cc1
    2%, 0%, 11%, 3%, 1%, -1%, -1%
O=C(NC1CCCCC1)C(c1ccc2ncccc2c1)N(Cc1ccccc1)C(=O)c1cccs1 (configuration not stated)
    5%, -6%, 22%[10 µM], 3%, -15%, 0%, 8%
Cc1c(C(=O)NCCN2C(=O)S/C(=C\c3cccs3)C2=O)cccc1[N+](=O)[O-]
    3%, 1%, -5%[1.9 µM], ?, -3%, -1%, 0%
N#CCCn1cc(/C=N/NC(N)=S)c(-c2ccc(-c3ccccc3)cc2)n1
    3%, -5%, -51%[inhibitor], ?, -19%, -5%, -8%
C=CCCC(=O)Nc1nc(C)c(-c2csc(Nc3ccc(Cl)cc3)n2)s1
    26%, -25%, -54%[inhibitor], -11%, -15%, 2%[38.3 µM], 3%
COC(=O)c1c(NC(=O)CSc2ncnc3[nH]ncc23)sc2c1CCC2
    6%, -1%, -18%, 16%, 0%, -8%, -8%
